# CCT chaperon mod – modulators of cytosolic chaperonin (CCT/TRiC) activity | purified chaperonin ATPase assay, HTRF ADP detection, 30 min | activity change, % (concentration not given with the values), hits read low | 360,000 tested, 0.3% active | AID 651819; in the data active = activity change below about -30%; also: % is scaled to controls: 0 for no effect and ±100 for the full control effect
#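 First, chaperonin was dispensed at 40 nM or 20 nM final depending on batch activity. Next, compounds were pinned at 76 uM and ATP added at 10 uM. After 30 min at 37 °C, ADP detection reagents ran 30 min at ambient temperature.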
# Mm-Cpn inhibitor – blocks the Methanococcus maripaludis chaperonin Mm-Cpn; purified Mm-Cpn ATPase, ADP Transcreener TR-FRET; Potency, µM (titrated, usually from 76.9 µM), inactives show at the top dose activity, negative = inhibition, actives largely listed as inhibitors; 330,000 tested, 0.031% active; AID 504842; also: potency is read from the fitted curve at half-maximal effect; % is scaled to controls: 0 for no effect and ±100 for the full control effect; nearly all actives have a fitted effect of over 80% in size
#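 Purified archaeal chaperonin (25 nM final) was preincubated with compound for 10 min at 37°C, then ATP (10 uM final) was added for 30 min at 37°C in Tris pH 7.4/KCl/MgCl2/DTT buffer. ADP was quantified by HTRF Transcreener TR-FRET.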
# Akt phos inh – blocks phosphorylation of Akt; Neuro2A IGF-stimulated pAkt S473 HTRF, 20 min; hits give low values; activity change, % for hits at 50 µM; 360,000 tested, 0.32% active; AID 651550; in the data active = activity change below about -80%; inconclusive = mostly about -51% to -80%; also: % is scaled to controls: 0 for no effect and ±100 for the full control effect
#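 Neuro2A cells in DMEM with 0.5% FBS, overnight at 37 deg C, given compound at single 50 µM final, then IGF (6 nM final) for 20 min at 37 deg C. Lysed; phospho-Akt Ser473 by HTRF after 24 h, 665/615 ratio.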
# TGFb inhibitor – blocks TGF-b signaling | HepG2 CAGA-GFP TGF-b/SMAD3 reporter, GFP fluorescence, 18 h; TGF-beta stimulated, 500 pg/mL final | 410,000 tested, 1.2% active | Potency, µM (series often up to 46.1 µM), for inactives: top-dose activity, negative = inhibition, usual class: inhibitors | AID 588855; also: potency is read from the fitted curve at half-maximal effect; % is scaled to controls: 0 for no effect and ±100 for the full control effect; nearly all actives have a fitted effect of over 65% in size
#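 Per well, imaged GFP fluorescence of HEPG2 CAGA-GFP cells gives the signal; cells get compound, then TGF-beta (500 pg/mL final), 18 h at 37 degrees C; %Activity versus -TGF-beta and +DMSO controls.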
# Nrf2 ARE act – activators of Nrf2 (ARE) signaling; AREc32 ARE-luciferase reporter (MCF7-derived line), luminescence, 24 h; Potency, µM (titrated, usually from 46.1 µM), for the others: top-dose activation, actives largely listed as activators; 410,000 tested, 0.31% active; AID 624171; also: potency is read from the fitted curve at half-maximal effect; % of control where 0% means no effect; nearly all actives have a fitted effect of over 65% in size
#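 Luciferase luminescence (Steady-Glo, 30 min at room temperature) served as the read-out of ARE activation in AREc32 cells treated with compounds for 24 hr at 37 deg C.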
# Nrf2 inh – blocks Nrf2 signaling; 360,000 tested, 2.1% active; A549 ARE-Fluc reporter, luciferase luminescence, 18-24 h; Potency, µM (series often up to 46 µM), inactives show at the highest dose activity change, negative = inhibition, actives largely listed as inhibitors; AID 504444; also: potency is read from the fitted curve at half-maximal effect; % is scaled to controls: 0 for no effect and ±100 for the full control effect; nearly all actives have a fitted effect of over 60% in size
#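 Two sequential reads on A549 ARE_Fluc cells exposed to compound for 18-24 h: a CellTiter-Fluor fluorescence read for viability, then a luciferase luminescence read for Nrf2/ARE activity.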
# Abeta yeast res – compounds reversing amyloid beta toxicity in yeast; yeast expressing A-beta42, growth rescue, OD600, 48 h; response scale: 0% DMSO, 100% iron-clioquinol control; Potency, µM (doses to about 46.1 µM), without a hit: top-dose growth rescue, usual class: activators; 410,000 tested, 0.063% active; also: potency is read from the fitted curve at half-maximal effect; nearly all actives have a fitted effect of over 55% in size
#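 Growth rescue measured by 600 nm absorbance after 48 h yeast culture at 30 C with compound. Values normalized between DMSO and an equimolar ferric chloride plus clioquinol control.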
# HepG2 tox – HepG2 cytotoxicity, counter-screen for TGF-b inhibitors; Potency, µM (highest dose often 46.1 µM), for inactives: at the top dose activity change, negative = cytotoxicity, actives largely listed as cytotoxic; 410,000 tested, 0.76% active; HepG2 CAGA-GFP viability, ATP luminescence, 18 h; AID 588856; also: potency is read from the fitted curve at half-maximal effect; some results filed as inactive show a strong effect at the top dose
#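 CellTiter-Glo luminescence gave cytotoxicity after 18 hours at 37 degrees C. The cells were HepG2 CAGA-GFP in 1% FBS DMEM, stimulated with 500 pg/mL TGF-beta after compound addition. %Activity was normalised to no-cell wells (complete cell-killing) and DMSO (no toxicity), and curves were fitted and classified.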
# A549 tox – counter-screen for Nrf2 inhibitors: cytotoxicity in A549 cells | Potency, µM (titrated, usually from 46 µM), without a hit: at the top dose activity change, negative = cytotoxicity, most hits filed as inhibitors | A549 ARE-Fluc cells, CellTiter-Fluor viability, 18-24 h | 390,000 tested, 0.16% active; also: potency is read from the fitted curve at half-maximal effect; % is scaled to controls: 0 for no effect and ±100 for the full control effect
#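 A549 ARE-Fluc cells in 5% FBS OPTI-MEM, 5000 cells/well, rested 2 h then exposed to compounds in concentration-response for 18-24 h at 37 °C. Viability by CellTiter-Fluor fluorescence (Ex 405/Em 525) after 30 min; luciferase luminescence (BugLite, 15 min, RT) read afterwards.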
# The depositor's hits bear a star; i = inactive; ? = inconclusive; . = no result given; & = joins results of further samples; [ ] = another dose, or the depositor's remark. Unless noted, calls follow the shape of the dose curve; as a rule, active = well fitted curve in the direction sought with a large enough effect; inconclusive = small, poorly fitted or top-dose-only effect, or another doubt; inactive = no such curve, though single readings can be large; an effect the other way counts as inactive or inconclusive.
SMILES,CCT chaperon mod,Mm-Cpn inhibitor,Akt phos inh,TGFb inhibitor,Nrf2 ARE act,Nrf2 inh,Abeta yeast res,HepG2 tox,A549 tox
COc1ccc(-c2cc(C(F)(F)F)c(C#N)c(SCC(=O)Nc3ccccc3F)n2)cc1,.,.,.,2%,7.3%,12%,-7%,1%,-1%
CCOC(=O)c1c(NC(=O)/C=C/C(=O)O)sc(C)c1-c1ccc(Cl)cc1,0.6,0%,i,?,?,1%,-85%[inhibitor],18µM*,-3%
COc1cccc(CCNC(=O)c2cnc3sc(N4CCOCC4)nn3c2=O)c1,.,.,.,-6%,2.0%,11%,-4%,-9%,-9%
Cc1ccccc1-c1nnc(SCC(=O)NC2CCS(=O)(=O)C2)n1C (centres undefined),0.5,-1%,i,4%,0.3%,12%,9%,3%,1%
CC1CCN(c2ccc3nnc(CCC(=O)Nc4cccc(F)c4)n3n2)CC1,1.3,0%,i,-2%,-0.1%,-13%,2%,1%,-3%
CCOC(=O)c1cc(-c2ccccc2)n(-c2cccc(C(=O)Nc3cccc(SC)c3)c2)c1C,.,.,.,0%,2.6%,.,-13%,-5%,-2%
Cc1cccc(NC(=O)C(=O)NCC(c2cccnc2)N2CCc3ccccc32)c1C (centres undefined),.,.,.,?,-0.3%,24%,-7%,-23%,5%
COc1ccccc1C1=NOC(COc2ccc3c(C)cc(=O)oc3c2)C1 (centres undefined),0.9,?,i,?,3.2%,?,-1%,-12%,-22%
CCOC(=O)COc1ccc(S(=O)(=O)NCc2cccnc2)cc1,-1.1,0%,i,-14%,-0.4%,-8%,21%,5%,-5%
Cn1c(=NC(=O)c2ccc(S(=O)(=O)N3CCCc4ccccc43)cc2)sc2cc(F)ccc21,.,.,.,-9%,5.4%,-14%,-15%,-4%,6%
O=C(CSc1nnc(C2COc3ccccc3O2)o1)N1CCCc2ccccc21 (centres undefined),-19,2%,i,?,0.4%,?,-13%,-4%,17%
COc1ccc(Br)cc1/C=N/n1nnnc1N,0.5,-2%,i,17%,3.4%,-25%,-9%,-2%,3%
O=C(O)Cn1c(=O)c2c3c(sc2n(Cc2ccccc2)c1=O)CCCC3,-1.4,-2%,i,-6%,0.2%,-5%,-24%,-13%,-3%
Cc1ccc(-c2ccc(CCC(=O)O)n2-c2ccc(C(C)C)cc2)cc1,.,.,.,?,12%,-3%,0%,-46%,-1%
O=C(COC(=O)C1CCN(S(=O)(=O)c2cccs2)CC1)Nc1ccccc1Br,0.2,3%,i,0%,-0.4%,-1%,-1%,7%,-5%
O=C(COc1ccccc1)N1CCN=C1c1ccccc1,-1.9,-3%,i,-17%,0.4%,-1%,3%,-1%,-5%
Nc1ccc(Nc2ccccc2)c(Cl)c1,-0.7,-3%,i,-13%,3.3%,5%,-34%[inhibitor],-13%,0%
CCOC(=O)N/N=C\C=C\c1ccc2c(c1)OCO2,0.7,0%,i,2%,3.3%,?,-12%,-3%,-4%
CCOC(=O)COc1ccccc1/C=C1\NC(=O)NC1=O,-0.5,1%,i,0%,-0.9%,23%,-3%,-6%,1%
CCn1c(CN2CCOCC2)nc2cc(NC(=O)c3cc(OC)c(OC)c(OC)c3)ccc21,.,.,.,-14%,6.8%,?,-1%,-15%,-1%
O=S(=O)(c1ccc(F)cc1)N1CCN=C1SCc1cccc(F)c1,0.7,-2%,i,-2%,0.0%,?,-5%,-18%,6%
CC(NC(=O)c1cc(-c2cccnc2)nc2ccc(Br)cc12)C1CCCO1 (centres undefined),-2.9,-11%,i,0%,-0.2%,-4%,-5%,-15%,-2%
CC1CCN(C(=O)CCS(=O)(=O)c2cc3c(cc2Cl)NC(=O)CO3)CC1,-1.0,1%,i,0%&22%,-0.7%&-0.1%,13%&26%,-4%&-22%,-6%&5%,1%&6%
CN(/N=C/c1cc(Cl)cc(Cl)c1O)c1c(Cl)cccc1[N+](=O)[O-],1.4,5%,i,?,25%,24%,0%,-2%,-1%
COc1c(CC=C(C)C)c(O)cc2oc(=O)c3c4ccc(O)cc4oc3c12,0.1,.,i,?,0.2%,5%,?,-35%,0%
NC(=O)CSc1nc2cc3c(cc2c(=O)n1CCCC(=O)NCc1ccc2c(c1)OCO2)OCO3,-2.2,-4%,i,-12%,0.1%,-7%,4%,-16%,-12%
COc1ccc(NS(=O)(=O)c2cccc(C(=O)NNC(=O)c3cc(S(N)(=O)=O)ccc3OC)c2)cc1,-0.1,1%,i,-11%,-0.3%,-7%,-10%,-4%,3%
Nc1c(C(=O)C2CC2)sc2nc(-c3cccs3)cc(C(F)(F)F)c12,0.2,-2%,i,-4%,?,-4%,-13%,0%,9%
FC(F)(F)c1cc(C(F)(F)F)c2ccc(N3CCN(c4ccccc4)CC3)nc2n1,-2.2,4%,i,0%,-0.2%,0%,-10%,-1%,-2%
Cc1ccc(C(=O)/C=C/NCc2ccc(F)cc2)cc1,0.1,2%,i,-24%,3.8%,17%,-19%,-32%,12%
Cn1c(=O)c2c(nc(SCCN3CCOCC3)n2Cc2cccc3ccccc23)n(C)c1=O,-0.8,-1%,i,-9%,0.3%,-10%,10%,-22%,-3%
O=c1cc(-c2cccc(Br)c2)oc2cccc(O)c12,-4.5,0%,i,0%,2µM*,23%,-9%,-33%,-1%
CC(C)(C)NC(=O)CSc1nnc(-c2ccncc2)o1,1.5,1%,i,-14%,0.3%,0%,-10%,-4%,-3%
CCCCOc1ccc(N(CC(=O)NC2CCCCC2)C(=O)c2snc(C(N)=O)c2N)cc1,-2.9,2%,i,-26%,0.4%,-12%,-15%,2%,-11%
O=C(NCCc1ccccc1)c1ccc2c(c1)nc1n2CCOC1,.,.,.,26%,-4.3%,.,-5%,2%,2%
O=C(O)c1ccccc1C(=O)Nc1ccccc1NC(=O)c1ccccc1C(=O)O,-0.8,.,i,-25%,4.8%,?,4%,-42%,-1%
O=C(NCc1cccs1)c1ccc2sc([C@H]3C[C@H](O)[C@@H](CO)O3)nc2c1,0.1,.,i,6%,0.4%,.,-9%,-15%,.
COc1cccc2cc(C(=O)N3CCN(c4ccc(C)cc4C)CC3)c(=O)oc12,-1.4,2%,i,?,-0.7%,-13%,10%,-49%,-3%
O=C(COC(=O)c1ccc(N2CCOCC2)c([N+](=O)[O-])c1)Nc1ccc2c(c1)OCO2,0.4,-1%,i,0%,-0.5%,0%,-1%,11%,2%
Cc1cc2cc(CN(Cc3ccco3)S(=O)(=O)c3c(C)ccc4nsnc34)c(=O)[nH]c2cc1C,-1.3,-2%,i,-3%,0.2%,2.3µM*,9%,1%,-21%
COc1ccc(/C=C2\N=C(C)OC2=O)cc1OC,0.0,-2%,i,-5%,-0.7%,-2%,-19%,7%,-8%
CCOc1ccc(N(CC(=O)NCc2ccccc2)S(=O)(=O)c2ccc(C)cc2)cc1,-1.2,-2%,i,1%,0.3%,2%,-11%,-2%,-3%
C[C@H]1COc2cc(N3CCC[C@@H]3CO)ccc2S(=O)(=O)N1,-2.0,.,i,.,-1.0%,.,-12%,.,.
COc1ccc(OCCCC(=O)Nc2ccc3c(c2)OCO3)cc1,0.1,1%,i,4%,1.6%,?,-22%,-14%,-8%
Cc1cc(NC(=O)/C=C/c2cccc(F)c2)n(-c2nc3ccccc3[nH]2)n1,-0.5,-8%,i,-28%,15%,1%,19%,-46%,-6%
Cc1cc(CNC(=O)C2CCC(=O)N(CCc3cccc(F)c3)C2)on1 (centres undefined),0.7,0%,i,-8%,0.3%,13%,-6%,-3%,0%
Cc1cccc(S(=O)(=O)Nc2cc(Cl)ccc2N2CCOCC2)c1,-2.1,1%,i,0%,-0.6%,-11%,12%,-5%,-6%
CN(CC(=O)Nc1ccc(F)cc1)C(=O)C1CCN(S(=O)(=O)c2ccc3c(c2)OCCO3)CC1,-0.4,-1%,i,-29%,0.0%,?,4%,0%,-1%
COc1ccc(Cl)cc1NC(=O)Cn1c(=O)oc2ccccc21,2.6,1%,i,-20%,2.1%,2%,-15%,0%,-7%
CN=c1scc(-c2cc(OC)ccc2OC)n1/N=C/c1c(C)[nH]c2ccccc12,-27,-4%,i,?,3.6%,?,?,-8%,?
Cc1noc(C)c1C(=O)N1CCC1(C)C(=O)NS(=O)(=O)c1cccc(Cl)c1 (centres undefined),-1.5,.,i,29%,-0.3%[9.22 µM],.,-5%,-1%,.
CCn1nc(NC(=O)COC)c2cc3cccc(C)c3nc21,1.5,-1%,i,1%,3.6%,1%,-7%,2%,-3%
COc1ccc(N2CCN(S(=O)(=O)c3ccc(Cl)s3)CC2)cc1,0.9,-1%,i,10%,-0.1%,3%,-30%,10%,-6%

# Bioassay records: PubChem, National Center for Advancing Translational Sciences (NCATS)
